Bcl-W Bim block – disrupts Bim peptide binding to human Bcl-W. Q92843. bead-based flow cytometry. inhibition, % at 10 µM. 190,000 compounds, 0.02% hits. AID 952;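 further: 0% = bound tracer without compound and 100% = peptide blocker; higher means less fluorescent Bim peptide bound to Bcl-W beads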
Mcl1-Bid inh – Mcl-1/Bid interaction inhibition. Q07820. TR-FRET Mcl-1/Bid-Dy647 peptide binding, 1536-well. inhibition, % at 21.7 µM. 220,000 compounds, 0.97% hits;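 active means compounds that cut the binding signal by more than half at the single screening dose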;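 further: His-tagged Mcl-1 with europium anti-His antibody binding Bid BH3 peptide; 0% = Mcl-1 plus peptide wells and 100% = peptide-only wells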
Bcl-XL Bim block – disrupts Bim peptide binding to human Bcl-XL; Q07817; bead flow cytometry, fluorescence; inhibition, % at 10 µM; 190,000 compounds, 0.04% hits; AID 1007
Target sequence (Q07817 whole entry, looked up): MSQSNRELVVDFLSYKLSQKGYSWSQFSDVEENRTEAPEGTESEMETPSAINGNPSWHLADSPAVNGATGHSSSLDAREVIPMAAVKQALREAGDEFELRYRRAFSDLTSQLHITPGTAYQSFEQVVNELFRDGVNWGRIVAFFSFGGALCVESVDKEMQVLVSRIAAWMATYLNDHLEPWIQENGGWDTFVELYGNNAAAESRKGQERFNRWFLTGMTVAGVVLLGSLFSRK
RGS8-Gao – modulates binding of RGS8 to human Galphao | P09471 | multiplexed bead flow cytometry; actives lie on both sides | response (percent of control binding), % at 10 µM | 220,000 compounds, 0.34% hits; in the data active means response below about 60% or above about 140%; inactive means in between;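 further: Galphao activated as the GDP aluminium fluoride complex binding bead-coupled RGS8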
Target sequence (P09471 whole entry, looked up): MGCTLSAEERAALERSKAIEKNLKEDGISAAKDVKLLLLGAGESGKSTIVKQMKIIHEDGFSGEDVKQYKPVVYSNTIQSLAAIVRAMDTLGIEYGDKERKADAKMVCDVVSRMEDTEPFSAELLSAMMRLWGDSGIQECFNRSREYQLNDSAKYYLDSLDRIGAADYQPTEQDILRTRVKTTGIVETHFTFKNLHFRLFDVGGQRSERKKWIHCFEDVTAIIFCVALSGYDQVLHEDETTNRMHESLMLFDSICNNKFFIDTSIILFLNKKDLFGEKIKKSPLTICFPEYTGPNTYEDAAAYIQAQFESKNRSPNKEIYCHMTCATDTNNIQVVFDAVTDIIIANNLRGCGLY
Mcl1 Noxa PPI – Mcl-1/Noxa interaction inhibition | inhibition, % at 21.7 µM | Q07820 | 220,000 compounds, 1.5% hits | TR-FRET Mcl-1/Noxa peptide binding, 2 h;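 active means compounds that cut the protein-peptide binding signal by more than 50% relative to plate controls in a single-dose test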;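 further: His-tagged Mcl-1 with rhodamine Noxa BH3 peptide and terbium anti-His antibody; 0% = Mcl-1 plus Noxa peptide wells and 100% = peptide-only wells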
Bfl-1 Bim block – disrupts Bim binding to human Bfl-1; Q16548; 190,000 compounds, 0.12% hits; Bead-based flow cytometry, Bim-Bfl-1 binding inhibition; AID 1008; inhibition, % at 10 µM;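 further: 0% = wells without compound plus tracer and 100% = blocker peptide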
Bcl-2 Bim block – disrupts Bim peptide binding to human Bcl-2 | 190,000 compounds, 0.06% hits | P10415 | inhibition, % at 10 µM | Bead-based flow cytometry, Bim peptide-Bcl-2 binding; in the data active means inhibition above about 40%; inconclusive means no clear call, values can overlap the other calls;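 further: 0% = no compound wells with probe peptide and 100% = reference peptide inhibitor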
Target sequence (P10415 whole entry, looked up): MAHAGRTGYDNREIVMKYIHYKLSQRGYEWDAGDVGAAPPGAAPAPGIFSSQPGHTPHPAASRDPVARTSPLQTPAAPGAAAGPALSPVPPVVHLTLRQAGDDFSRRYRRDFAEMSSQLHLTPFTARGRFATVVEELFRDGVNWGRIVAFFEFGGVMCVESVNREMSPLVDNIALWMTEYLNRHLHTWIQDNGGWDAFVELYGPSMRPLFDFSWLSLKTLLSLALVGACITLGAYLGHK
RGS7-Gao – human RGS7-Galphao interaction regulation; P09471; Multiplexed bead flow cytometry, RGS7-Galphao binding; actives lie on both sides; binding response (% of control), % at 10 µM; 220,000 compounds, 0.35% hits; in the data active means binding response below about 49% or above about 150%; inconclusive means no clear call, values can overlap the other calls; inactive means in between;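 further: fluorescent Galphao held in activated GDP-AlF4 state binding bead-coupled RGS7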
Bcl-B Bim block – inhibitors of Bim-Bcl-B interaction, human; 190,000 compounds, 0.073% hits; Q9HD36; inhibition, % at 10 µM; bead-based flow cytometry, Bim peptide-Bcl-B binding;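 further: 0% = tracer peptide without compound and 100% = reference inhibitor peptide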
RGS4-Gao reg – modulates binding of RGS4 to human Galphao | P09471 | 220,000 compounds, 0.33% hits | binding response (% of control), % at 10 µM | Multiplexed bead flow cytometry; actives lie on both sides; in the data active means binding response below about 49% or above about 150%; inactive means in between;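 further: fluorescent Galphao activated with aluminum fluoride binding bead-coupled RGS4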
Mcl-1 Bim block – human Bim-Mcl-1 interaction inhibition; Q07820; Bead-based flow cytometry, Bim peptide-Mcl-1 binding; inhibition, % at 10 µM; 190,000 compounds, 0.1% hits; AID 1009;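 further: 0% = no compound tracer wells and 100% = peptide blocker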
* = called active by the depositor; ? = inconclusive; / = not tested or not shown. Unless noted, no stated cut-off is given here; in the data, active means inhibition above about 40%.

SMILES	Bcl-W Bim block	Mcl1-Bid inh	Bcl-XL Bim block	RGS8-Gao	Mcl1 Noxa PPI	Bfl-1 Bim block	Bcl-2 Bim block	RGS7-Gao	Bcl-B Bim block	RGS4-Gao reg	Mcl-1 Bim block
CCC(=O)Nc1ccccc1C(=O)OCC(=O)c1ccc2ccccc2c1	-1	-16	1	98	-2	-12	-9	105	-5	107	1
COc1ccc(CN(C#N)c2nc(SC)nc(N(C)C)n2)cc1	-2	-12	-4	100	6	-9	-9	100	-9	102	0
O=C(NCc1cccc(Br)c1)C1CC(c2ccccc2C(F)(F)F)=NO1 (centres undefined)	/	-22	/	95	-10	/	/	?	/	94	/
O=C(Nc1nc2ccc(S(=O)(=O)N3CCCC3)cc2s1)c1cccs1	-3	-9	-8	102	22	-18	-12	100	-11	102	-3
COc1cccc(OC)c1OCCCOc1ccc(C)cc1Br	-5	-13	-9	104	-5	-10	-7	108	-9	105	-5
NC(=S)c1cc2cc(Br)ccc2oc1=O	0	-40	0	92	-4	-1	-1	95	-2	84	1
O=C1C(Cl)=C(NCCN2CCCCC2)C(=O)c2ccccc21	-1	-26	-4	101	-6	-12	-3	102	-8	103	0
O=C(Nc1ccc(N2CCOCC2)cc1)c1ccc(-c2ccccc2[N+](=O)[O-])o1	3	-43	0	103	29	7	4	104	-2	101	3
Cc1cc(/C=N\NC(=O)COc2cccc3cccnc23)c(C)n1-c1ccccc1	0	-29	-1	106	27	-14	-9	99	-2	98	0
O=C(CSc1ccc(Cl)cc1)NC1CCCc2ccccc21 (centres undefined)	-3	3	-6	104	17	-1	-2	100	-8	102	-4
Cc1cc(/C=C(\C#N)C(N)=O)c(C)n1-c1ccc(N2CCOCC2)c([N+](=O)[O-])c1	2	-70	-1	101	14	-11	-11	100	-4	98	0
CC(C)NC(=O)c1ccccc1S(=O)c1ccccc1C#N (centres undefined)	-1	-8	-1	103	8	0	-8	105	0	102	-2
COc1ccc(N2CCN(C(=O)CSc3ncnc4c3cnn4-c3ccccc3C)CC2)cc1	0	10	-3	98	3	0	-1	104	0	96	0
CCN(CC)CCOC(=O)c1ccc(NC(=O)c2cccc(C)c2[N+](=O)[O-])cc1	0	-4	2	99	0	-4	-2	98	-3	97	0
COc1ccc(C2CC(=O)Nc3n[nH]c(-c4ccccc4)c32)cc1OC (centres undefined)	0	-9	-1	101	-5	-3	0	97	-1	98	1
Cc1ccc(NS(=O)(=O)c2cc(NC(=O)C(C)Oc3ccccc3)ccc2C)c(C)c1 (centres undefined)	-2	-34	-6	103	0	-14	-7	103	-5	100	-3
Cc1ccccc1NC(=O)c1ccc(CN2CCc3ccccc3C2)cc1	-1	-13	-3	100	5	-2	0	99	-2	98	-1
COc1cccc(C2C3=C(N=c4s/c(=C\c5ccc(O)cc5)c(=O)n42)c2ccccc2CC3)c1OC (centres undefined)	6	-48	9	80	31	10	7	78	11	80	6
COC(=O)c1cccc(COC(=O)c2ccc(N(C)C)cc2)c1	-2	-19	-5	103	6	-3	-2	101	-3	97	0
Cc1occc1C(=O)NC(C)C12CC3CC(CC(C3)C1)C2 (centres undefined)	1	-32	1	90	5	-2	3	89	-3	90	1
O=C(CSc1nnc(Cc2cc(=O)[nH]c(=O)[nH]2)n1-c1ccc(Cl)cc1)NC1CCCC1	0	-20	-3	101	12	-10	-3	102	-2	101	-2
CS(=O)(=O)N(CC(=O)N1CCN(c2cccc(Cl)c2)CC1)c1ccccc1	0	-19	-2	105	0	-11	-7	101	-5	104	-1
O=C1/C(=C\c2cccnc2)SC(=S)N1c1ccc(F)cc1	0	-24	-1	98	1	-3	0	99	-7	101	-1
Cc1cccc(N/N=C/c2ccccc2O)c1	-3	-39	-6	93	0	1	-2	98	-7	97	-4
CC(C)c1ccc(NC(=O)COc2ccc(C3SCCS3)cc2)cc1	/	-9	/	98	-12	/	/	?	/	107	/

Continued, overlapping the part above by 3 compounds.
SMILES	Bcl-W Bim block	Mcl1-Bid inh	Bcl-XL Bim block	RGS8-Gao	Mcl1 Noxa PPI	Bfl-1 Bim block	Bcl-2 Bim block	RGS7-Gao	Bcl-B Bim block	RGS4-Gao reg	Mcl-1 Bim block
O=C1/C(=C\c2cccnc2)SC(=S)N1c1ccc(F)cc1	0	-24	-1	98	1	-3	0	99	-7	101	-1
Cc1cccc(N/N=C/c2ccccc2O)c1	-3	-39	-6	93	0	1	-2	98	-7	97	-4
CC(C)c1ccc(NC(=O)COc2ccc(C3SCCS3)cc2)cc1	/	-9	/	98	-12	/	/	?	/	107	/
COc1cc2c(cc1OC)C1=C(C#N)CCC(=NC(=O)c3ccco3)N1CC2	0	-32	0	99	13	-5	1	95	-8	96	-1
COc1ccc(-n2c(O)c(C=NCC(c3ccco3)N3CCCC3)c3ccccc3c2=O)cc1OC (centres undefined)	-1	-14	-3	101	-4	-1	-4	104	-6	99	-2
O=C(NCCSc1ccccn1)c1ccc(Cl)cc1Cl	1	9	-1	101	19	-6	-2	94	-7	98	0
CCCNc1nc(C)cc(-c2cc(-c3ccc(Cl)cc3)on2)n1	/	-44	/	100	-27	/	/	?	/	102	/
COC(=O)CSc1nc(N)c2c3c(sc2n1)C(c1ccccc1)SC(c1ccccc1)C3 (centres undefined)	0	-41	-2	96	19	4	8	103	-6	102	-2
O=C(CCCN1C(=O)c2ccccc2C1=O)Nc1nnc(C2CC2)s1	0	-14	-2	101	13	-3	-3	103	-2	103	-4
O=C(NNc1ncccc1-n1cccc1)c1ccc(Cl)cc1	/	-22	/	98	-16	/	/	?	/	89	/
CCOC(=O)c1nnn(-c2nonc2N)c1-c1ccc(OCC)cc1	-7	-25	-5	100	7	-6	-14	99	-7	98	-6
Cc1ccc2nc(-c3cccnc3)cc(C(=O)Nc3ccc(F)cc3C)c2c1	-3	-17	2	98	16	7	-1	?	1	100	-1
CCC(=O)Nc1ccc(N2CCCCC2)cc1	1	10	-16	95	15	-12	-8	91	-8	93	0
Cc1ccc(C(=O)N/C(=C\c2cccc([N+](=O)[O-])c2)C(=O)NCc2ccncc2)cc1	-4	-17	-5	101	7	0	-2	96	-4	98	-3
CCOC(=O)CON1C(=O)C(=O)N(OCC(=O)OCC)C2CCCCC21 (centres undefined)	-1	-27	-3	103	-1	-6	-4	98	-4	102	-2
O=S(=O)(NCCc1csc(-c2ccccc2)n1)c1cccnc1	/	-22	/	101	-1	/	/	?	/	98	/
CCOC(=O)N1CCN(S(=O)(=O)c2ccc(C(=O)Nc3nnc(C)o3)cc2)CC1	-1	-9	-3	101	-15	-1	0	98	0	103	-2
O=C(CCn1c(=O)c2ccccc2n(Cc2cccc([N+](=O)[O-])c2)c1=O)N1CCc2ccccc2C1	-1	2	-2	100	10	0	1	102	-5	103	0
CC(C)c1nc2ccccc2c2nnc(SCC(=O)NCc3ccco3)n12	0	-22	1	100	24	-7	-2	96	-1	95	0
CSc1ccccc1C(=O)NCc1cccnc1	0	-27	0	104	10	2	0	?	-4	104	0
O=C(Nc1c(C(=O)N2CCOCC2)cnn1-c1ccccc1)c1ccccc1	0	-30	0	102	1	-4	0	102	-3	110	0
O=C(OCc1nc2ccccc2s1)c1cccc(S(=O)(=O)N2CCOCC2)c1	-5	-21	-3	111	-3	5	0	110	-4	115	-9
CCn1c(CNc2cccc(C(F)(F)F)c2)n[nH]c1=S	1	-51	-4	104	12	3	-2	104	-28	102	-4
CC(C)CNS(=O)(=O)c1ccc(OCC(=O)Nc2ccc3c(c2)OCO3)c(Cl)c1	0	3	-6	103	10	-15	-8	100	-5	101	-2
COc1ccc(CSc2ncnc3sccc23)cc1F	0	-34	-5	102	7	-4	-3	104	-1	100	-1
O=C(CN1C(=O)CCC1=O)NNc1ccc2ccccc2c1	0	-13	1	101	5	3	0	104	3	105	-1
Oc1c(C=C2N=c3ccccc3=N2)sc(=S)n1C1CCCC1	0	-6	3	97	27	2	5	107	-19	103	2
COc1ccccc1C(O)(C(=O)NN(C)c1ccccc1)c1ccccc1OC	0	-12	-4	98	-2	-7	-10	97	-6	98	0
Cc1cc(C)c(C#N)c(Oc2ccccc2)n1	5	-22	5	95	6	5	3	91	-4	89	4
O=c1c2cc(Cl)ccc2[nH]c(=S)n1Cc1cccs1	0	-23	-3	72	2	3	0	95	-6	94	-2
O=C(NCCCc1ccccc1)c1ccc(Br)o1	5	-10	7	95	13	6	4	98	6	99	6
C=CCOC(=O)c1[nH]c2c(c1C)C(=O)CC(c1cc(OC)c(OC)c(OC)c1)C2 (centres undefined)	3	-12	-2	101	9	-4	-5	104	0	101	2
O=C(O)c1cc(-c2ccc(/C=C3\NC(=O)N(c4ccccc4)C3=O)o2)ccc1Cl	/	-14	/	94	73*	/	/	?	/	88	/
COCCNc1oc(-c2ccc(C)cc2)nc1C#N	1	-2	0	106	16	-1	1	107	1	110	0
COc1cc2c(cc1OC)N1C(=O)CC(OCC(=O)O)C3C4CC5(CCN5C(=O)C4=O)C2C31 (centres undefined)	-2	-29	-1	103	7	-5	-3	103	-3	102	-1
O=C(NCCN1CCOCC1)c1cccc(Cl)c1	-5	0	-8	100	-7	-8	-8	102	-12	101	-4
COc1ccc(OC)c(NC(=O)CSc2nnc(CNc3ccc(F)cc3)o2)c1	1	-1	0	108	7	2	-1	108	2	105	-3
Cc1cc(COc2ccccc2OCc2cc(C)no2)on1	-1	-15	-6	103	-8	-2	0	101	-5	100	-3
O=C(Nc1ncc(Cc2cccc(C(F)(F)F)c2)s1)c1ccc(-c2cccc([N+](=O)[O-])c2)o1	2	-3	-2	105	5	-1	-1	107	-1	103	4
O=C(Nc1ccccc1N1CCN(c2ccc(F)cc2)CC1)C1CCCCC1	-2	-105	-5	100	-10	-2	-2	101	-3	102	-1
O=C1/C(=C/c2ccccc2O)SC(=S)N1Cc1cccnc1	-2	-20	0	105	45	4	5	115	0	110	-2
CNC(=S)N1CCc2cc(OC)c(OC)cc2C1COc1ccc(F)cc1 (centres undefined)	4	-27	1	97	10	8	-3	101	-2	101	-2
O=c1cc(N2CCCCC2)c(-c2ccccc2)nn1Cc1ccccc1Cl	0	3	2	101	7	0	-3	99	-2	101	0
CCN(CC)C(=O)CSc1nc2ccccc2c(=O)n1-c1ccccc1OC	-1	-1	-3	101	4	-10	-6	102	-7	102	-1
CCNC(=O)COC(=O)c1cccc(Br)c1	/	-46	/	102	9	/	/	?	/	104	/
CCCCC(=O)Nc1sc2c(c1C(N)=O)CCC2	-1	-33	-1	93	11	-1	-1	91	-6	90	-2
CSCCC(NS(=O)(=O)c1ccc(C)cc1)C(=O)NC1CCCCC1 (centres undefined)	-2	-43	-3	98	-1	-6	-2	96	-2	98	-3
